West Nile virus CPE: West Nile virus antiviral activity, cell-based, CPE readout (AID 1621) | West Nile virus-infected cells, CPE inhibition; higher % means a stronger effect | CPE inhibition, % at 10 µM, or IC50 in µM where a hit was titrated | 290,000 compounds, 0.02% hits; in the data active = a potency from the dose series; inconclusive = CPE inhibition mostly from about 3.7% at the one dose, without a potency; inactive = the rest, 99 in 100 with CPE inhibition below about 2.2%; note: strong numbers were not always called active
Insulin prom up: insulin promoter activators in MIN6 cells, imaging, high-content screening, mouse beta cells. MIN6 insulin promoter-GFP reporter; active compounds read high. z-score at 5 µM. 190,000 compounds, 0.3% hits;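 active = z-score above 3 at 5 µM with at least 500 cells counted in the well; inconclusive = wells under 500 cells, flagged as cytotoxic or low count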
Lipid droplet: inhibitors of hepatocyte lipid droplet formation, primary screen, imaging, high-throughput imaging, BODIPY stain | AML12 mouse hepatocytes, oleate lipid droplets | 240,000 compounds, 0.4% hits | AID 1656, 2009 | inhibition, % at 6.5 µM;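 active = lipid droplet intensity inhibited by at least 50%, with more than 500 cells counted; inconclusive = wells with under 300 cells, treated as cytotoxic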
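material = mouse AML12 hepatocyte cell line, fixed after treatment | also added = 100 µM oleic acid challenge | doses = compound at 6.5 µM only | schedule = overnight exposure | technique = Image-based BODIPY and DAPI two-channel analysis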
Autophagy HCS: autophagy modulators in MEF cells, primary screen, imaging, high-content, MEF GFP-LC3. AID 463193, 2010. 190,000 compounds, 0.98% hits. calls only at 10 µM (by protocol). MEF GFP-LC3 puncta imaging; test concentration mostly 10 µM;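 active = percentage of spot-positive cells more than 3 SD above its plate mean, without a fluorescence outlier flag or 80% toxicity; inconclusive = no clear call, values can overlap the other calls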;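 note: spot-positive cell cutoff set from DMSO-treated cells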
MT stabilize HCS: microtubule stabilizers in HeLa cells, primary screen, imaging, high-content imaging | HeLa tubulin immunostaining HCS, 24 h; share of cells brighter than vehicle mean+2SD | % tubulin-high responders, % at 10 µM | 200,000 compounds, 0.83% hits;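 active = plate Z-score above 3 for both tubulin-high and condensed-nucleus cell shares, with cell loss under 80%, at 10 µM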;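 note: anti alpha tubulin signal scored within the nucleus-defined area of each cell; some results filed as inactive read as strong as hits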
b-catenin transl: modulators of beta-catenin nuclear translocation, primary screen, imaging, HeLa cells, immunofluorescence, high-content | nuclear translocation activity, % at 5 µM | 190,000 compounds, 0.3% hits;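 active = nuclear translocation activity above 50% at 5 µM, with a well cell count of 50 or more; inconclusive = wells under 50 cells across six images, flagged as toxic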;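 note: per-cell ratio of nuclear to cytoplasmic median beta-catenin stain intensity; plate controls were DMSO negative control for no effect and GSK-3 inhibitor IX positive control for full effect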
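Technique: fluorescence imaging of beta-catenin antibody stain plus DAPI / Material: human HeLa cell line / Incubation: compound treatment 24 h, 37°C, 5% CO2 / Read-out basis: % activation of per-cell nuclear versus cytoplasmic median beta-catenin signal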
T cell HTS: modulators of CD8 T cell-vesicle binding, primary screen, mouse 2C CD8+ T cells, flow cytometry; 330,000 compounds, 0.068% hits; 2C CD8+ T cell-vesicle binding; active compounds read low; AID 2052, 2009; calls only at 7 µM;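 active = response, share of CD8 T cells binding vesicles, and their 90th percentile fluorescence all below set limits, cut at about 80% in these data, passing the limit was not always enough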
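Read-out – percent CD8+ FL2 mean versus row control · System – murine 2C transgenic CD8+ T lymphocytes · Times – 1.5 h cell–vesicle binding at 37 °C, then 20 min icy labelling · Control set – naked vesicles low, QL9 vesicles with vehicle high · Detection – cytometric PE anti-B7-1 and Alexa647 anti-CD8 signals after 1% paraformaldehyde fixation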
WT yeast gro inh: growth inhibition of WT strain, primary screen, mitochondrial fusion inhibitor project, WT and mutant strains, chemical genetic | mitochondrial fusion phenotypic screen | inhibition, % at 10 µM | AID 1362, 2008 | 190,000 compounds, 2.1% hits; in the data active = inhibition above about 58%; tested in S. cerevisiae
Myeloid diff 2: induction of myeloid progenitor differentiation, primary screen, cell-based, flow cytometry, MLPCN library; ER-HoxA9 myeloid progenitors, lysozyme-GFP differentiation; calls only at 10 µM; 360,000 compounds, 1% hits; AID 624256, 2012;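 active = normalized GFP-positive differentiation at or above the plate's own cutoff, the solvent-only control mean plus 3 SD; inconclusive = no clear call, values can overlap the other calls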;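 note: cells exposed to compound for four days before flow analysis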
WT yeast gro inh mutant strain: also measured in WT yeast gro inh; calls as there; inhibition, %; mitochondrial fusion phenotypic screen, mutant strain inhibition
Insulin prom up cell count: recorded beside Insulin prom up, whose call it bears; cell count; measured here: cytotoxicity, nuclei count;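 total cells summed across four imaged fields per well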
Lipid droplet cells 6.5 µM: further read-out of Lipid droplet, marked with its call; cell count; measured here: cell count, cytotoxicity flag;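 cells counted across two imaged fields per well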
b-catenin transl cell count 5 µM: second read-out of b-catenin transl, no call of its own (marks repeat the call); cell count; measured here: cell count, cytotoxicity flag
T cell HTS vesicle-bound %: second read-out of T cell HTS, no call of its own (marks repeat the call); double positive events, %; measured here: CD8+ vesicle-bound cell fraction;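 binding gate set so that unloaded-vesicle control wells show 10% double positive cells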
MT stabilize HCS Hoechst-high %: also measured in MT stabilize HCS; calls as there; % Hoechst-high responders; measured here: nuclear condensation Hoechst responders;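 share of cells brighter than vehicle mean plus two SD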
MT stabilize HCS cytotoxicity %: recorded beside MT stabilize HCS, whose call it bears; toxicity, %; measured here: cytotoxicity by cell density;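 0% = mean cell density of plate MIN control wells and 100% = no cells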
Autophagy HCS cell loss 18 h: second read-out of Autophagy HCS, no call of its own (marks repeat the call); toxicity, %; measured here: cell loss, nuclei count;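 cell loss after 18 h compound exposure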
Myeloid diff 2 GFP+ MAC1+ %: also measured in Myeloid diff 2; calls as there; GFP+ MAC1+ double positive, %; measured here: differentiation confirmed by MAC1 staining
* = called active by the depositor.

Results for CCC1=NN(C(=O)Cc2ccc([N+](=O)[O-])cc2)C(O)(c2ccncc2)C1 (stereo unspecified) ?
West Nile virus CPE: -0.2%; Insulin prom up: -0.14; Lipid droplet: -20; Autophagy HCS: inactive; MT stabilize HCS: 7.7; b-catenin transl: 0.4; T cell HTS: inactive; WT yeast gro inh: 14; Myeloid diff 2: inactive; WT yeast gro inh mutant strain: -5; Insulin prom up cell count: 1456; Lipid droplet cells 6.5 µM: 663; b-catenin transl cell count 5 µM: 1491; T cell HTS vesicle-bound %: 14; MT stabilize HCS Hoechst-high %: 1.3; MT stabilize HCS cytotoxicity %: 9.2; Autophagy HCS cell loss 18 h: 10; Myeloid diff 2 GFP+ MAC1+ %: 0.1

Results for COC(=O)/C(=C(/F)Sc1cc(C)c(O)c(C)c1)C(F)(F)F ?
West Nile virus CPE: inconclusive; Lipid droplet: 1; Autophagy HCS: inactive; MT stabilize HCS: 1.2; b-catenin transl: -1.6; WT yeast gro inh: 94*; Myeloid diff 2: inactive; WT yeast gro inh mutant strain: 47*; Lipid droplet cells 6.5 µM: 776; b-catenin transl cell count 5 µM: 1253; MT stabilize HCS Hoechst-high %: 0.8; MT stabilize HCS cytotoxicity %: 2.8; Autophagy HCS cell loss 18 h: -5; Myeloid diff 2 GFP+ MAC1+ %: 1.5

Results for CC(=O)Nc1ccc(CN2CCCC(CO)(Cc3ccccc3C)C2)cc1 (stereo unspecified) ?
West Nile virus CPE: -0.2%; Insulin prom up: -0.53; Lipid droplet: 5; Autophagy HCS: inactive; MT stabilize HCS: 2.7; b-catenin transl: 1.8; T cell HTS: inactive; WT yeast gro inh: 8; Myeloid diff 2: inactive; WT yeast gro inh mutant strain: 4; Insulin prom up cell count: 1375; Lipid droplet cells 6.5 µM: 718; b-catenin transl cell count 5 µM: 1158; T cell HTS vesicle-bound %: 36; MT stabilize HCS Hoechst-high %: 2.8; MT stabilize HCS cytotoxicity %: 5.0; Autophagy HCS cell loss 18 h: 13; Myeloid diff 2 GFP+ MAC1+ %: 0.9

Results for COc1cc(NC(=O)CSc2nnc3c(C)cc4c(C)ccc(C)c4n23)c(C(=O)O)cc1OC ?
West Nile virus CPE: 1.1%; Insulin prom up: 0; Lipid droplet: -1; Autophagy HCS: inactive; MT stabilize HCS: 2.8; b-catenin transl: 1.7; T cell HTS: inactive; WT yeast gro inh: -1; Myeloid diff 2: inactive; WT yeast gro inh mutant strain: 0; Insulin prom up cell count: 1383; Lipid droplet cells 6.5 µM: 723; b-catenin transl cell count 5 µM: 1008; T cell HTS vesicle-bound %: 46; MT stabilize HCS Hoechst-high %: 2.4; MT stabilize HCS cytotoxicity %: 16; Autophagy HCS cell loss 18 h: -3; Myeloid diff 2 GFP+ MAC1+ %: 0.2

How did O=C1CC(N2CCN(Cc3ccc4c(c3)OCO4)CC2)C(=O)N1c1cccc2ccccc12 (stereo unspecified) do in these assays?
West Nile virus CPE: -0.6%; Lipid droplet: 3; Autophagy HCS: inactive; MT stabilize HCS: 2.1; b-catenin transl: 0.3; T cell HTS: inactive; WT yeast gro inh: -17; Myeloid diff 2: inactive; WT yeast gro inh mutant strain: -4; Lipid droplet cells 6.5 µM: 764; b-catenin transl cell count 5 µM: 1516; T cell HTS vesicle-bound %: 30; MT stabilize HCS Hoechst-high %: 2.0; MT stabilize HCS cytotoxicity %: 6.7; Autophagy HCS cell loss 18 h: 4; Myeloid diff 2 GFP+ MAC1+ %: 0.4

Results for Cc1cccc(C)c1N1CCN(S(=O)(=O)c2ccc(F)cc2)CC1 ?
West Nile virus CPE: -0.2%; Insulin prom up: 0.71; Lipid droplet: -2; Autophagy HCS: inactive; MT stabilize HCS: 3.8; b-catenin transl: 0.3; T cell HTS: inactive; WT yeast gro inh: 27; Myeloid diff 2: inactive; WT yeast gro inh mutant strain: 5; Insulin prom up cell count: 1236; Lipid droplet cells 6.5 µM: 735; b-catenin transl cell count 5 µM: 949; T cell HTS vesicle-bound %: 14; MT stabilize HCS Hoechst-high %: 3.0; MT stabilize HCS cytotoxicity %: 3.7; Autophagy HCS cell loss 18 h: -4; Myeloid diff 2 GFP+ MAC1+ %: 0.9

What do the screens show for `CC12CN3CCN(CC(C3)/C1=N\NC(=O)c1ccccc1N)C2`?
West Nile virus CPE: 0.1%; Insulin prom up: -1.1; Lipid droplet: 6; b-catenin transl: 0.1; T cell HTS: inactive; Myeloid diff 2: inactive; Insulin prom up cell count: 1375; Lipid droplet cells 6.5 µM: 767; b-catenin transl cell count 5 µM: 1280; T cell HTS vesicle-bound %: 29; Myeloid diff 2 GFP+ MAC1+ %: 0.6

Results for CN1C(=S)SC(N(O)C=C2C=CC(=O)C=C2)C1(C)C (stereo unspecified) ?
West Nile virus CPE: 0.3%; Insulin prom up: -0.01; Lipid droplet: -2; Autophagy HCS: inactive; MT stabilize HCS: 1.3; b-catenin transl: -0.8; T cell HTS: inactive; WT yeast gro inh: 2; Myeloid diff 2: inactive; WT yeast gro inh mutant strain: -3; Insulin prom up cell count: 964; Lipid droplet cells 6.5 µM: 794; b-catenin transl cell count 5 µM: 1233; T cell HTS vesicle-bound %: 19; MT stabilize HCS Hoechst-high %: 1.1; MT stabilize HCS cytotoxicity %: 6.5; Autophagy HCS cell loss 18 h: -4; Myeloid diff 2 GFP+ MAC1+ %: 1.2

What do the screens show for `CCOC(=O)c1c(NC(=O)COC(=O)Cn2c(C)nc3ccccc32)sc2c1CCCC2`?
West Nile virus CPE: -0.2%; Insulin prom up: -0.11; Lipid droplet: 2; Autophagy HCS: inactive; MT stabilize HCS: 4.0; b-catenin transl: -0.2; T cell HTS: inactive; WT yeast gro inh: -1; Myeloid diff 2: inactive; WT yeast gro inh mutant strain: -40; Insulin prom up cell count: 1343; Lipid droplet cells 6.5 µM: 668; b-catenin transl cell count 5 µM: 1118; T cell HTS vesicle-bound %: 40; MT stabilize HCS Hoechst-high %: 1.4; MT stabilize HCS cytotoxicity %: 1.8; Autophagy HCS cell loss 18 h: 7; Myeloid diff 2 GFP+ MAC1+ %: 0.2

What do the screens show for `COc1ccc(NC(=O)/C(C#N)=C/c2ccc(-c3ccc(Cl)c(C(=O)O)c3)o2)cc1`?
West Nile virus CPE: -0.1%; Lipid droplet: 3; T cell HTS: inactive; Myeloid diff 2: inactive; Lipid droplet cells 6.5 µM: 851; T cell HTS vesicle-bound %: 41; Myeloid diff 2 GFP+ MAC1+ %: 0.5

What do the screens show for `CC(=O)c1ccc(Oc2cc(-c3ccccc3)nc(-c3ccccc3)n2)cc1`?
West Nile virus CPE: 0.0%; Insulin prom up: -0.41; Lipid droplet: -4; Autophagy HCS: inactive; MT stabilize HCS: 1.8; b-catenin transl: -1.3; T cell HTS: inactive; WT yeast gro inh: -11; Myeloid diff 2: inactive; WT yeast gro inh mutant strain: 4; Insulin prom up cell count: 1434; Lipid droplet cells 6.5 µM: 647; b-catenin transl cell count 5 µM: 1181; T cell HTS vesicle-bound %: 0; MT stabilize HCS Hoechst-high %: 3.1; MT stabilize HCS cytotoxicity %: 8.4; Autophagy HCS cell loss 18 h: 0; Myeloid diff 2 GFP+ MAC1+ %: 0.9

How did CCN(CC)CCNC(=O)c1ccc(NC(=O)c2ccccc2-c2ccc(C(F)(F)F)cc2)cc1 do in these assays?
West Nile virus CPE: 0.3%; Lipid droplet: -43; T cell HTS: inactive; Myeloid diff 2: inactive; Lipid droplet cells 6.5 µM: 775; T cell HTS vesicle-bound %: 30; Myeloid diff 2 GFP+ MAC1+ %: 0.4

What do the screens show for `Cc1c(Cl)cccc1NC(=S)/C(=C(\[O-])c1ccc(Cl)s1)[n+]1ccccc1`?
West Nile virus CPE: -0.2%; Insulin prom up: 0.85; Lipid droplet: 1; Autophagy HCS: inactive; MT stabilize HCS: 3.0; b-catenin transl: -2.2; T cell HTS: inactive; WT yeast gro inh: 25; Myeloid diff 2: inactive; WT yeast gro inh mutant strain: 19; Insulin prom up cell count: 1249; Lipid droplet cells 6.5 µM: 555; b-catenin transl cell count 5 µM: 855; T cell HTS vesicle-bound %: 49; MT stabilize HCS Hoechst-high %: 2.1; MT stabilize HCS cytotoxicity %: 4.5; Autophagy HCS cell loss 18 h: 1; Myeloid diff 2 GFP+ MAC1+ %: 0.9

Results for NC(=O)CSc1nnc(Cc2ccc3c(c2)OCO3)o1 ?
West Nile virus CPE: 0.6%; Insulin prom up: -0.19; Lipid droplet: -9; Autophagy HCS: inactive; MT stabilize HCS: 5.3; b-catenin transl: 0.3; T cell HTS: inactive; WT yeast gro inh: -8; Myeloid diff 2: inactive; WT yeast gro inh mutant strain: -7; Insulin prom up cell count: 1449; Lipid droplet cells 6.5 µM: 702; b-catenin transl cell count 5 µM: 1468; T cell HTS vesicle-bound %: 37; MT stabilize HCS Hoechst-high %: 1.4; MT stabilize HCS cytotoxicity %: 7.4; Autophagy HCS cell loss 18 h: 12; Myeloid diff 2 GFP+ MAC1+ %: 0.4
